# High-throughput results deposited in PubChem by several laboratories.
# TNAP inh noacc: human TNAP enzyme inhibitors, primary screen, biochemical, luminescent, no phosphate acceptor, uHTS; inhibition, % at 20 µM; 200,000 compounds, 0.26% hits; Alkaline phosphatase, tissue-nonspecific isozyme (Homo sapiens), P05186; purified TNAP, CDP-star luminescence, 30 min; AID 1012, 2008;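 active = tissue-nonspecific alkaline phosphatase inhibition above about 50% at 20 µM in the single-dose screen, limit read from the data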;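 note: 0% = DMSO negative control and 100% = EDTA positive control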
# Target sequence (P05186 whole entry, looked up): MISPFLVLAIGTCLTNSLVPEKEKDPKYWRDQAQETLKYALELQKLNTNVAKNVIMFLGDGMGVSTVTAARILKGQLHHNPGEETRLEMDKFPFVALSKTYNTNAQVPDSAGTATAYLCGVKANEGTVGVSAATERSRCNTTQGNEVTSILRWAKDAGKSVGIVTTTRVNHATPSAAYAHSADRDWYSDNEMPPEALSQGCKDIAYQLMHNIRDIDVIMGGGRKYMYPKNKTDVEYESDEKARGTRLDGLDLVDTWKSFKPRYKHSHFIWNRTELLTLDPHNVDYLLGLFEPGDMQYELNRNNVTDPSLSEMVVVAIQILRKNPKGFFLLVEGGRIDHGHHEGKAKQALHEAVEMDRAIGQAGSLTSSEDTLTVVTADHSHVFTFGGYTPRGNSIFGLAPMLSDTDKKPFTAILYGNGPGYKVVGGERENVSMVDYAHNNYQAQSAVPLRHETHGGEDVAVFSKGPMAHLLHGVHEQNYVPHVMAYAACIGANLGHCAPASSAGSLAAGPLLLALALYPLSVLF
# RAM network inh: inhibitors of the yeast RAM network, primary screen, dse1pr::URA3 reporter, 5-FOA selection; S. cerevisiae dse1pr::URA3 reporter, 5-FOA growth OD615, 2 d; analog-sensitive cbk1-as2 kinase mutant strain; inhibition, % at 50 µM; 190,000 compounds, 1.8% hits; AID 868, 2007;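 active = inhibition above a set limit, 3 SD over mean compound inhibition, cut at about 8.4% in these data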;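 note: 0% = DMSO-only wells with no growth and 100% = 10 µM 1-NA-PP1 full growth; inhibition rescues growth on 5-FOA so higher OD means more RAM inhibition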
# APP 5UTR inh: inhibitors of APP translation via 5'UTR reporter, primary screen, APP 5'UTR luciferase, SH-SY5Y cells; 190,000 compounds, 0.82% hits; inhibition, % at 2 µM; SH-SY5Y APP 5'UTR-luciferase reporter, luminescence; AID 1285, 2008;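 active = inhibition above a set limit, derived from the sample mean plus 3 SD, cut at about 45% in these data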; note: values of inactives mirror those of a sister screen read the other way
# Lmaj promast: Leishmania major promastigote growth inhibition, primary screen | Leishmania major promastigotes, resazurin fluorescence viability | inhibition, % at 10 µM | 200,000 compounds, 9% hits | AID 1063, 2008; in the data active = inhibition above about 50%;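 note: promastigotes grown with compound for 44 hours at 28 °C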
# FLuc act counter: FLuc activators, initial screening, artefact control for FLuc-dependent activation tests, biochemical, ATPlite luminescence. 200,000 tested, under 10 active. activation factor at 10 µM. Luciferin 4-monooxygenase (Photinus pyralis), P08659. ATPlite luciferase biochemical, 10 min; 0 = ATP-free wells, 1 = DMSO control. AID 1027, 2008;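 active = luciferase activation factor, scaled between plate controls, of at least 2 with compound at 10 µM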
# Target sequence (P08659 whole entry, looked up): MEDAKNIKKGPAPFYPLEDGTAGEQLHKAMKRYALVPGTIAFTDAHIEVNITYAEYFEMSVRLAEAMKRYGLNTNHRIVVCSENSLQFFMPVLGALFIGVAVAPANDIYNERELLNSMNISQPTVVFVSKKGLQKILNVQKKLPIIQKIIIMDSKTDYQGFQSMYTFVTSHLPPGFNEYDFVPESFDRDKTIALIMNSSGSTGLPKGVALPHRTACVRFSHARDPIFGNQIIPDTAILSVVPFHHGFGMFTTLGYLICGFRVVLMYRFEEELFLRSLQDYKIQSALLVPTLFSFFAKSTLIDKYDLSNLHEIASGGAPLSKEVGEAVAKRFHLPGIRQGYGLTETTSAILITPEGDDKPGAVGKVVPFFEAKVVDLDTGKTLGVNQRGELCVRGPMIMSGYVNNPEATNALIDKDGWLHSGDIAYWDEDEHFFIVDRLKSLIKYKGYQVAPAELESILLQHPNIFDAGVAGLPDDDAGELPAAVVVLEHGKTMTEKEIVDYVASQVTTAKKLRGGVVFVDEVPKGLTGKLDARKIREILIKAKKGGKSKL
#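 Assay system: Luciferase/luciferin reagent mix; Medium: PBS as buffer for the ATP substrate; Dosing: test compounds dosed from 2 mM stocks in 100% DMSO; Times: 10 min, room temperature; Signal: luminescence from luciferase reaction; Read-out: luciferase activation; Controls: No-ATP low control, compound-free enzyme-plus-ATP high control.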
# bIAP act: bovine intestinal alkaline phosphatase activators, primary screen, biochemical, bovine IAP, CDP-star luminescence; purified bovine IAP, 30 min; active compounds read high; fold of DMSO-control signal, blank-subtracted; 200,000 compounds, 0.17% hits; activation factor at 20 µM;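 active = activation factor of 2 or more at 20 µM, a signal rise over negative controls twice the positive control's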
# TNAP inh hiacc: human TNAP enzyme inhibitors, primary screen, biochemical, luminescent, high phosphate acceptor level, uHTS. Alkaline phosphatase, tissue-nonspecific isozyme (Homo sapiens), P05186. purified TNAP, CDP-star luminescence, 1 M DEA. inhibition, % at 20 µM. 200,000 compounds, 0.03% hits;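 active = over 50% inhibition of tissue-nonspecific alkaline phosphatase at 20 µM in the single-dose screen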;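 note: plate controls were DMSO wells for no effect and EDTA-quenched wells as full inhibition for full effect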
# TNAP act hi DEA: TNAP activators at high phosphate acceptor level, primary screen, biochemical, luminescence, uHTS | purified TNAP, CDP-star luminescence, 1 M DEA, 30 min; active compounds read high; 0 = EDTA background, 1 = DMSO-only activity | AID 1136, 2008 | activation factor at 20 µM | 200,000 tested, under 10 active | Alkaline phosphatase, tissue-nonspecific isozyme (Homo sapiens), P05186;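 active = activation factor at least 2 at 20 µM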
#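 Measured by: Luminescent substrate turnover signal | Test system: Human TNAP | Input: TNAP 1/800 final | Dosing: 20 µM single point | Schedule: 30 min, room temperature | Controls: EDTA wells as negative control, DMSO wells as positive control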
# FLuc inhib CS: firefly luciferase enzyme inhibitors, primary screen, artefact control for luciferase-based inhibitor screens, biochemical, luminescence, ATPLite; AID 1006, 2008; 10 min; inhibition, % at 10 µM; 200,000 compounds, 1.5% hits;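 active = inhibition above about 50% when tested at 10 µM, limit read from the data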
# bIAP inhibitor: bovine intestinal alkaline phosphatase inhibitors, primary screen, selectivity assay for TNAP inhibitor project, biochemical, bovine IAP, CDP-star luminescence. alkaline phosphatase, intestinal [Bos taurus]. purified bovine IAP, 30 min. inhibition, % at 20 µM. 190,000 tested, under 10 active. AID 1019, 2008;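 active = over 50% inhibition of intestinal alkaline phosphatase at 20 µM in the single-dose screen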
#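 System: purified bovine intestinal alkaline phosphatase (IAP) enzyme; Input: IAP diluted 1/65,000,000 in the well; Measured by: CDP-star luminescence signal; Compound dosing: 20 µM single dose; Incubation: 30 min reaction at room temperature.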
# The depositor's hits bear a star; . = not tested or not shown.
SMILES,TNAP inh noacc,RAM network inh,APP 5UTR inh,Lmaj promast,FLuc act counter,bIAP act,TNAP inh hiacc,TNAP act hi DEA,FLuc inhib CS,bIAP inhibitor
COc1cccc(C(=O)NCc2ccccc2OC)c1,-8,0.0,-1,-5,1,0.9,-1,1,0,6
O=C(O)CCSCC(=O)c1ccc2c(c1)OCCO2,-11,1.6,-2,-2,1,1,-7,1.1,-3,0
CCCCCCCOc1ccc(-c2ccc(C#N)cn2)cc1,-8,10*,-6,39,1,1,-4,1,-4,5
COc1cc(NC(=O)CSc2nncn2C)cc(OC)c1OC,-9,-0.4,-11,-12,1,1,0,1,-2,-2
Cc1occc1C(=O)NNC(=S)NCc1ccccc1,-145,0.3,-14,-5,1,0.9,-1,1,-4,6
COc1ccccc1NC(=S)NCc1ccc2c(c1)OCO2,-22,0.3,0,-1,1,1,-3,1,-3,2
N#Cc1ccc(C(=O)N2CCN(S(=O)(=O)c3ccc(Br)s3)CC2)cc1,-4,1.5,9,1,1,1.1,-4,1,-3,-5
C/C(=N\Nc1cc(Cl)nc(C)n1)c1ccc(Cl)c(Cl)c1,-8,5.2,.,-7,1,1,1,1,2,4
Cc1ccc(Cl)cc1NC(=S)N(Cc1cccs1)C1CCCC1,-22,1.7,0,-1,1.1,1,-2,1,-5,-4
O=C(N/N=C/c1ccccc1)c1c(O)c2ccccc2[nH]c1=O,4,0.5,-67,17,1,0.9,-5,1,5,14
CC(C)NC(=O)NC(=O)COC(=O)CCOc1ccccc1,-7,-0.6,19,1,1.1,0.9,0,1,-5,5
COC(=O)N/N=C/c1cccs1,-6,-0.6,-8,-5,1,1.1,-1,1,-5,-11
CN1CCN(C(=S)Nc2cccc(S(=O)(=O)N(C)C)c2)CC1,-12,4.0,-4,-5,1.1,0.8,-4,1,-7,15
Cc1cc(NC(=O)CSc2cn(C)c3ccccc23)no1,-22,1.0,29,-5,1,0.8,-7,1.1,-5,24
CCOC(=O)C1=C(CSc2nc3c(cc2C#N)CCC3)OC(N)=C(C#N)C1c1ccccc1 (stereo not given),-15,3.4,-12,4,1.1,0.4,-6,1.1,-10,.
Cc1ccc(Oc2nccc(-c3ccc(Cl)cc3)n2)cc1,0,1.5,17,12,1,1,1,1,-2,0
O=C(N/N=C/c1ccco1)C1CC(=O)N(c2ccccc2)C1 (stereo not given),-8,0.0,8,8,1.1,1,-6,1.1,-10,2
Cc1cccc(OCCCn2c(CCNC(=O)C(C)C)nc3ccccc32)c1,-3,-0.9,.,3,1,0.9,-3,1,2,6
O=C(Nc1c(C(=O)NCc2ccco2)cnn1-c1ccccc1)c1cccc(F)c1,-10,1.7,-5,-3,1,1.1,-10,1.1,0,-15
Cc1noc(NS(=O)(=O)c2ccc(NC(=O)c3ccc(Br)o3)cc2)c1C,-5,5.9,1,-8,1.1,0.9,-6,1.1,-7,8
O=c1c2ccccc2nc(N2CCN(c3ccccc3)CC2)n1Cc1ccccc1,-17,4.7,6,27,1,1.1,-9,1.1,-4,-6
N#Cc1ccc(/C=C/C(=O)c2cccnc2)cc1,-3,-0.2,-8,101*,1,1,0,1,4,0
Cc1c(C(=O)Nc2cccc(N(C)S(C)(=O)=O)c2)cccc1[N+](=O)[O-],0,0.7,3,-4,1,1.2,-3,1,-4,-25
CCOc1ccc2[nH]c(=O)c(C(c3nnnn3C3CCCCC3)N3CCN(C)CC3)cc2c1 (stereo not given),-7,2.0,1,-5,1.1,1,-4,1,-8,-5
O=C(Nc1ccc(Oc2ccccc2)cc1)c1ccc(Cn2c(=O)[nH]c3ccsc3c2=O)cc1,-4,5.2,17,-9,1,0.9,-3,1,-4,8

# Rewritten tab-delimited: part of the list above.
Compound	TNAP inh noacc	RAM network inh	APP 5UTR inh	Lmaj promast	FLuc act counter	bIAP act	TNAP inh hiacc	TNAP act hi DEA	FLuc inhib CS	bIAP inhibitor
O=C(O)CCSCC(=O)c1ccc2c(c1)OCCO2	-11	1.6	-2	-2	1	1	-7	1.1	-3	0
CCCCCCCOc1ccc(-c2ccc(C#N)cn2)cc1	-8	10*	-6	39	1	1	-4	1	-4	5
COc1cc(NC(=O)CSc2nncn2C)cc(OC)c1OC	-9	-0.4	-11	-12	1	1	0	1	-2	-2
Cc1occc1C(=O)NNC(=S)NCc1ccccc1	-145	0.3	-14	-5	1	0.9	-1	1	-4	6
COc1ccccc1NC(=S)NCc1ccc2c(c1)OCO2	-22	0.3	0	-1	1	1	-3	1	-3	2
N#Cc1ccc(C(=O)N2CCN(S(=O)(=O)c3ccc(Br)s3)CC2)cc1	-4	1.5	9	1	1	1.1	-4	1	-3	-5
C/C(=N\Nc1cc(Cl)nc(C)n1)c1ccc(Cl)c(Cl)c1	-8	5.2	.	-7	1	1	1	1	2	4
Cc1ccc(Cl)cc1NC(=S)N(Cc1cccs1)C1CCCC1	-22	1.7	0	-1	1.1	1	-2	1	-5	-4
O=C(N/N=C/c1ccccc1)c1c(O)c2ccccc2[nH]c1=O	4	0.5	-67	17	1	0.9	-5	1	5	14
CC(C)NC(=O)NC(=O)COC(=O)CCOc1ccccc1	-7	-0.6	19	1	1.1	0.9	0	1	-5	5

# Continuation.
SMILES,TNAP inh noacc,RAM network inh,APP 5UTR inh,Lmaj promast,FLuc act counter,bIAP act,TNAP inh hiacc,TNAP act hi DEA,FLuc inhib CS,bIAP inhibitor
Nc1nc(-c2ccccc2)[nH]c(=O)c1N,16,1.6,-9,-1,1,0.8,-2,1,-2,20
CC1=C(C)C(=O)C(CCCCC#CCCCC#CCO)=C(C)C1=O,-1,2.4,3,-1,1,0.9,4,1,-5,10
CC(C)CC(COCc1cccc(Cl)c1)N1CCN(C(=O)c2cccc(C(F)(F)F)c2)CCC1=O (stereo not given),-5,3.7,0,20,1,1.2,-3,1,1,-15
COC(=O)c1ccccc1S(=O)(=O)Nc1ccc2cn[nH]c2c1,-12,-0.9,-9,-5,1,0.9,-9,1.1,-3,9
CC(NC(=O)Nc1ccc2c(c1)OCO2)c1ccncc1 (stereo not given),-8,1.7,-12,-3,1,1,-4,1,-5,-3
CCCn1c(=O)c(C(=O)Nc2ncccc2C)c(O)c2ccccc21,-2,-1.6,15,4,1,1,-1,1,1,-2
CCC1(c2ccccc2)NC(=O)N(CC(=O)Nc2ccc3c(c2)OCO3)C1=O (stereo not given),1,2.0,4,-3,1.1,1,-12,1.1,-8,1
COc1ccc(/C=N/Nc2nc3ccccc3[nH]2)cc1OC,-42,0.3,-42,99*,0.6,0.8,9,0.9,36,23
CC(=O)c1ccc(NC(=O)C2CCC(C)(C(=O)O)C2(C)C)cc1 (stereo not given),2,0.0,6,-3,1.1,0.9,3,1,-7,6
Cc1ccc(NC(=O)c2cccc(F)c2)cc1S(=O)(=O)N1CCCCCC1,-14,2.0,-4,30,1,1.1,1,1,-4,-8
CC(NC(=O)Nc1ccc(O)cc1)(C(F)(F)F)C(F)(F)F,-5,0.5,-17,-2,1,0.9,1,1,-2,6
CCO[C@@H]1OC(C(=O)NCc2ccccc2)=C[C@H](c2ccc(Br)cc2)[C@H]1CCCO,-7,8.3,-5,38,1,1,-7,1.1,0,0
O=C(NC(=S)Nc1ccccc1N1CCCC1)c1cccc(F)c1,-20,2.3,1,14,1.1,0.8,-1,1,-5,18
O=C(NNC1=Nc2cccc3cccc1c23)c1ccccc1Br,-88,5.2,-11,53*,1,1,21,0.8,3,4
O=C1CCCC2=C1C(c1ccc(Br)cc1)c1c([nH]c(=S)[nH]c1=O)N2 (stereo not given),5,4.6,4,-2,1,0.9,2,1,2,10
CN(C)S(=O)(=O)c1ccc(C(=O)Nc2ccccc2F)cc1,-11,0.6,16,-3,1.1,0.9,-4,1,-7,12
C=CCn1c(=NC(=O)c2cccs2)sc2cc(NC(C)=O)ccc21,-18,6.2,-40,9,1,0.9,-7,1.1,2,12
COc1ccc(/C(O)=C2/C(=O)C(=O)N(Cc3cccnc3)C2c2ccco2)cc1OC (stereo not given),-7,0.9,5,-1,1,1,-5,1,-3,2
COc1cc(NC(=O)Cn2ccsc2=N)c(C)cc1[N+](=O)[O-],-6,0.4,-4,2,1,1,-2,1,-5,-2
Cc1cc(Oc2ccc(C#N)cc2)nc(N2CCOCC2)n1,-12,1.9,-3,1,1.1,0.9,-6,1.1,-7,10
Cc1cc2cc(CNC(=S)Nc3ccc(OC(F)(F)F)cc3)ccc2n1C,-7,4.0,-5,-3,1.1,0.7,1,1,-8,25
COC(=O)c1sccc1-n1cccc1C(=O)C(=O)Nc1ccc(F)cc1,-3,3.4,-9,-2,1,1,1,1,-1,-5
Cc1csc(NC(=O)CSc2nc3ccccc3c3c2CCCC3)n1,-9,1.1,24,-1,1,0.7,1,1,-4,30
COc1c(C)cc(C(=O)C2CCCN(C(=O)Cn3ccc(C)n3)C2)cc1C (stereo not given),-8,0.6,-12,-3,1.1,1,-6,1.1,-6,3
COC(=O)c1ccc(CNC(=O)c2c3c(nc4ccccc24)CCN(Cc2ccccc2)C3)cc1,1,0.9,14,-1,1.1,0.9,-3,1,-9,6
Cn1c(=O)[nH]c(=O)c2c1nc(Br)n2CCC(=O)c1ccccc1,-4,1.2,-9,10,1,1,1,1,-3,-1
Cc1ccc2cc(CN(CC3CCCO3)C(=O)C(C)C)c(=O)[nH]c2c1 (stereo not given),-9,1.1,-4,-3,1.1,1.1,-2,1,-7,-7
Cc1nc(C)n(CC(=O)N2CCCC(C(=O)c3ccc(C(F)(F)F)cc3)C2)n1 (stereo not given),-12,1.4,24,-5,1.1,0.9,-10,1.1,-10,6

# Not a hit list; any-hit rate near 13%.
